PAFAH1B3 FP inh: PAFAH1B3 enzyme inhibitors, primary screen, biochemical, fluorescence polarization, human; Platelet-activating factor acetylhydrolase IB subunit alpha1 (Homo sapiens), Q15102; recombinant PAFAH1B3, FP-rhodamine probe; inhibition, % at 3.39 µM; actives 0.28% (n = 340,000); AID 492972, 2010;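 active means inhibition above the screen-wide average of all tested compounds plus 3 SD, cut at about 25% in these data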;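 further: 0% = enzyme with DMSO only and 100% = wells lacking PAFAH1B3 protein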
Target sequence (Q15102 whole entry, looked up): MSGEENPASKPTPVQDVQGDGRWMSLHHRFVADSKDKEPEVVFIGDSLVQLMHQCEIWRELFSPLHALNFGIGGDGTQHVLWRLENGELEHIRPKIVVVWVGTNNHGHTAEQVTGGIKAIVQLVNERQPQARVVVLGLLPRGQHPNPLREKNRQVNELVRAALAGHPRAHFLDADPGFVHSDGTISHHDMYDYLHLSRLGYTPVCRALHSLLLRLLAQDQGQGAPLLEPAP
PAFAH2 FP inh: PAFAH2 enzyme inhibitors, primary screen, biochemical, fluorescence polarization, human; Platelet-activating factor acetylhydrolase 2, cytoplasmic (Homo sapiens), Q99487; recombinant PAFAH2, FP-rhodamine activity probe; inhibition, % at 3.39 µM; actives 0.99% (n = 340,000); AID 492956, 2010;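 active means inhibition above the mean over all tested compounds plus 3 SD, cut at about 30% in these data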;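 further: inhibitors block probe labeling of enzyme so polarization drops; 0% = enzyme with DMSO and 100% = wells lacking PAFAH2 protein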
PAFAH1B2 inh: PAFAH1B2 enzyme inhibitors, primary screen, biochemical, fluorescence polarization, human. Platelet-activating factor acetylhydrolase IB subunit alpha2 (Homo sapiens), P68402. recombinant PAFAH1B2, FP-rhodamine activity probe. inhibition, % at 3.39 µM. actives 1.2% (n = 340,000);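 active means inhibition above the mean of all tested compounds plus 3 SD, cut at about 24% in these data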;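 further: 0% = enzyme with DMSO and 100% = wells lacking PAFAH1B2; many of its hits are not listed in these tables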
Target sequence (P68402 whole entry, looked up): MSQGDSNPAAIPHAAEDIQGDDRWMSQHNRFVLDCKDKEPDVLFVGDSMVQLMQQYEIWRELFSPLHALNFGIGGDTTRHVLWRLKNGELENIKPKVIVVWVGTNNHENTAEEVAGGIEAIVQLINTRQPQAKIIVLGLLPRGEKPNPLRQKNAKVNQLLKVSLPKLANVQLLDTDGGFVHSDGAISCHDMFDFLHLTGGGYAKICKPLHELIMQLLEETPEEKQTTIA
An asterisk follows results filed as active. A portion of the library (hit frequency here may not be typical).

#1 COCCCNC(=S)N(CCO)Cc1cc2cc3c(cc2[nH]c1=O)OCO3
#2 CCOC(=O)C1CCCN(CCc2ccccc2)C1 (stereo not drawn)
#3 O=S(=O)(c1ccccc1)N1CCN(C(=S)Nc2ccc(Br)cc2)CC1
#4 O=C(NNC(=O)c1ccncc1)Nc1ccc(Br)cc1
#5 CCOC(=O)c1cocc1C(=O)O
#6 O=C1OCCC1(c1ccccc1)c1ccccc1
Compound	1	2	3	4	5	6
PAFAH1B3 FP inh	6	4	11	6	-2	-2
PAFAH2 FP inh	-3	0	3	-1	5	2
PAFAH1B2 inh	1	0	2	0	2	4

#7 CC(C)c1cc(N2CCOCC2)n2ncc(-c3ccccc3)c2n1
#8 Cc1ccccc1N=Nc1c(N)n[nH]c1N
#9 Cc1ccc(S(=O)(=O)Nc2ccccc2C(=O)N2CCCCCC2)cc1
#10 O=C1CCC(C(=O)OCC(=O)N2N=C3/C(=C\c4ccccc4)CCCC3C2c2ccccc2)N1 (stereo not drawn)
#11 CC(C)NC(=O)NC(=O)CSc1ccc(S(=O)(=O)N2CCOCC2)cn1
#12 CC1([N+](=O)[O-])COC2(CCCCC2)OC1
Compound	7	8	9	10	11	12
PAFAH1B3 FP inh	-2	2	8	1	0	2
PAFAH2 FP inh	2	-2	1	-2	-3	-2
PAFAH1B2 inh	5	3	4	4	5	2

#13 CCc1ccc(NC(=O)COC(=O)Cn2cnc3ccccc32)cc1
#14 C#CCOCCOCCOCCNc1nc(N2CCN(C(=O)[C@H](C(C)C)n3cc(CCO)nn3)CC2)nc(N2CCN(C(=O)[C@H](Cc3ccc(O)cc3)n3cc(CCO)nn3)CC2)n1
#15 C/C(=N/NC(=O)c1ccco1)c1ccc(Br)s1
#16 COc1ccccc1NC(=O)NNC(=O)c1ccncc1
#17 COc1ccc(CCNC(=O)CN(Cc2ccc(Cl)cc2)S(C)(=O)=O)cc1
#18 CC(C)C[C@@H](CN1CCC[C@@H]1CN1C(=O)C(=O)NC[C@@H]1Cc1ccccc1)N1C[C@H](Cc2ccc(O)cc2)N(CCc2ccccc2)C(=O)C1=O
Compound	13	14	15	16	17	18
PAFAH1B3 FP inh	-1	-2	8	4	9	5
PAFAH2 FP inh	3	-8	3	-2	-1	-3
PAFAH1B2 inh	0	-1	4	4	6	5

#19 CN(CC(=O)Nc1ccc(F)cc1)CC(=O)N1CCc2ccccc21
#20 COc1cc(NC(=O)CCC(=O)N2CCN(S(=O)(=O)c3ccc(C)cc3)CC2)cc(OC)c1
#21 O=C(O)C(Cc1ccc(O)c([N+](=O)[O-])c1)N1C(=O)c2ccccc2C1=O (stereo not drawn)
#22 COc1ccc(NC(=O)CN(C)C(=O)C(NC(=O)c2ccco2)C(C)C)cc1 (stereo not drawn)
#23 O=C(C1CCCCC1)N1CCC(c2nc3c(nnn3Cc3ccccc3Cl)c(=O)[nH]2)CC1
#24 COc1cccc(C(c2nnnn2C(C)(C)C)N2CCN(C3CCCCC3)CC2)c1OC (stereo not drawn)
Compound	19	20	21	22	23	24
PAFAH1B3 FP inh	6	-1	2	0	1	-2
PAFAH2 FP inh	6	-5	1	7	5	-2
PAFAH1B2 inh	5	1	0	1	4	-2

#25 C#CCOCCOCCOCCNc1nc(N2CCN(C(=O)Cn3cc(CCO)nn3)CC2)nc(N2CCN(C(=O)[C@H](CCCCN)n3cc(CCCC)nn3)CC2)n1
#26 CC1(C)NC(=O)N(CC(=O)OCC(=O)Nc2c(Br)cc([N+](=O)[O-])cc2Br)C1=O
#27 O=C(O)c1cc2ccccc2[nH]1
#28 O=C(N/N=C/c1ccc(O)c(Br)c1)c1cc2c(ccc3ccccc32)o1
#29 CCN(CC(=O)Nc1ccccc1C(=O)NC1CC1)Cc1cccs1
#30 Cc1cc(Cl)ccc1OCC(=O)N(Cc1ccco1)c1c(N)n(Cc2ccccc2)c(=O)[nH]c1=O
Compound	25	26	27	28	29	30
PAFAH1B3 FP inh	10	6	9	-4	2	3
PAFAH2 FP inh	1	7	-6	-6	0	-3
PAFAH1B2 inh	-1	1	-3	-2	-1	1

#31 O=C1/C(=C/c2ccccc2)CN(C(=O)CCN2CCOCC2)C/C1=C\c1ccccc1
#32 COc1ccccc1-c1cccc([C@@H]2C[C@H]3[C@H](CON3C)CN2Cc2ccccc2)c1
#33 O=C(O)C(c1ccccc1)C(O)C1CC=CCC1 (stereo not drawn)
#34 CC(=O)NCCc1nc2ccccc2n1CCCCOc1ccccc1
#35 CC1CCN(C(=O)COC(=O)CCCN2C(=O)c3cccc4cccc(c34)C2=O)CC1
#36 CC(C)C[C@@H](CNCC(=O)[C@H](CC(C)C)NC(=O)c1[nH]cnc1C(=O)N[C@@H](C)CN)NC(=O)c1nc[nH]c1C(=O)N[C@@H](Cc1ccccc1)C(=O)O
Compound	31	32	33	34	35	36
PAFAH1B3 FP inh	6	8	10	7	7	11
PAFAH2 FP inh	4	-1	0	-16	12	5
PAFAH1B2 inh	0	7	7	5	7	10

#37 COC(=O)c1sccc1NC(=O)Nc1ccc(C)c(C)c1
#38 CN(C(=O)c1cccc(NC(=O)Cc2ccc(NC(=O)C3CCCN(C(=O)CCc4ccccc4)C3)cc2)c1)C1CCCCC1 (stereo not drawn)
#39 CCOc1ccccc1C(=O)Nc1c[nH]c(=O)[nH]c1=O
#40 CCOc1ccccc1N(CC(=O)N1CCCCCC1)S(=O)(=O)c1ccc(C)cc1
#41 O=C1c2cc(Cl)ccc2-c2c(O)cc(Cl)cc21
#42 O=C(NCC(=O)N1CCN(S(=O)(=O)c2c(F)cccc2F)CC1)c1ccccc1F
Compound	37	38	39	40	41	42
PAFAH1B3 FP inh	6	6	7	-7	6	-1
PAFAH2 FP inh	1	-8	1	2	-3	12
PAFAH1B2 inh	2	1	3	-2	2	0

#43 Cc1ccc(N(Cc2ccccc2)C(=O)Cc2ccc(S(=O)(=O)N3CCOCC3)s2)cc1
#44 Cc1ccc(Nc2nc(Cl)nc3ncn(C)c23)c(C)c1
#45 Nc1c(Br)cc(Br)c2c1C(=O)c1c(cccc1S(=O)(=O)O)C2=O
#46 COc1ccccc1-c1c(C)nn2c(N)c(-c3ccccc3)cnc12
#47 Cc1ccc(S(=O)(=O)N2CCN(c3nc(C)c4c(c3C#N)CC(C)(C)OC4)CC2)cc1
#48 CC(=O)Nc1ccc(NC(=O)COC(=O)c2ccc(Cl)nc2)cc1
Compound	43	44	45	46	47	48
PAFAH1B3 FP inh	-3	4	16	3	-3	7
PAFAH2 FP inh	5	-2	9	3	1	1
PAFAH1B2 inh	3	1	16	1	8	0

#49 COc1ccc(CCN2CC(C(=O)N(C)Cc3c(C)n[nH]c3C)CCC2=O)cc1 (stereo not drawn)
#50 Fc1ccc(-c2ccc3c(c2)C2CC3CCN2)cc1 (stereo not drawn)
#51 COc1cc(/C=C/C(=O)O)cc(S(=O)(=O)Nc2ccc(S(=O)(=O)N3CCCCC3)cc2)c1OC
#52 COc1cc(C(=O)N2CCN(S(=O)(=O)c3ccc(C(C)C)cc3)CC2)ccc1OCC(=O)N1CCOCC1
#53 CCc1ccc(S(=O)(=O)N/N=C\c2cn(CC(N)=O)c3ccccc23)cc1
#54 NC(=O)c1ncn([C@@H]2O[C@H](CNCc3cccc4c3sc3ccccc34)[C@@H](O)[C@H]2O)n1
Compound	49	50	51	52	53	54
PAFAH1B3 FP inh	5	8	8	3	16	12
PAFAH2 FP inh	1	5	5	-1	7	4
PAFAH1B2 inh	0	0	3	1	17	8

Arranged by the number under PAFAH1B3 FP inh (highest first): 7 from the list above.
no.	structure	PAFAH1B3 FP inh
36	CC(C)C[C@@H](CNCC(=O)[C@H](CC(C)C)NC(=O)c1[nH]cnc1C(=O)N[C@@H](C)CN)NC(=O)c1nc[nH]c1C(=O)N[C@@H](Cc1ccccc1)C(=O)O	11
27	O=C(O)c1cc2ccccc2[nH]1	9
38	CN(C(=O)c1cccc(NC(=O)Cc2ccc(NC(=O)C3CCCN(C(=O)CCc4ccccc4)C3)cc2)c1)C1CCCCC1 (stereo not drawn)	6
2	CCOC(=O)C1CCCN(CCc2ccccc2)C1 (stereo not drawn)	4
22	COc1ccc(NC(=O)CN(C)C(=O)C(NC(=O)c2ccco2)C(C)C)cc1 (stereo not drawn)	0
7	CC(C)c1cc(N2CCOCC2)n2ncc(-c3ccccc3)c2n1	-2
40	CCOc1ccccc1N(CC(=O)N1CCCCCC1)S(=O)(=O)c1ccc(C)cc1	-7

(further entries)
#55 Nc1nn(-c2cccc(F)n2)cc1-c1ccc(Cl)cc1
#56 CC(C)C[C@@H](NC(=O)C1CCC(CNC(=O)[C@H](Cc2ccccc2)NC(=O)OC(C)(C)C)CC1)C(=O)O (stereo partly drawn)
#57 COc1ccc(C2C3=C(COC3=O)Oc3cc4c(cc32)OCO4)cc1OC (stereo not drawn)
#58 COCc1c(C(=O)N(C)Cc2ccccc2N2CCCC2)oc2ccccc12
#59 CC(=O)NC(Cc1ccccc1)C(=O)NC1CCN(C(=O)NCc2ccccc2)CC1 (stereo not drawn)
#60 Cc1ccc(NC(=O)c2sc3nc(CCl)[nH]c(=O)c3c2C)c(C)c1
Compound	55	56	57	58	59	60
PAFAH1B3 FP inh	-5	9	3	-8	-1	4
PAFAH2 FP inh	9	1	2	-2	13	-2
PAFAH1B2 inh	3	7	3	-1	3	-2

Full records as entered above.
COc1ccc(C2C3=C(COC3=O)Oc3cc4c(cc32)OCO4)cc1OC (stereo not drawn) as listed: PAFAH1B3 FP inh = 3; PAFAH2 FP inh = 2; PAFAH1B2 inh = 3
CC(C)C[C@@H](NC(=O)C1CCC(CNC(=O)[C@H](Cc2ccccc2)NC(=O)OC(C)(C)C)CC1)C(=O)O (stereo partly drawn) as listed: PAFAH1B3 FP inh = 9; PAFAH2 FP inh = 1; PAFAH1B2 inh = 7

Back to the main list, starting 4 compounds before the break.
#57 COc1ccc(C2C3=C(COC3=O)Oc3cc4c(cc32)OCO4)cc1OC (stereo not drawn)
#58 COCc1c(C(=O)N(C)Cc2ccccc2N2CCCC2)oc2ccccc12
#59 CC(=O)NC(Cc1ccccc1)C(=O)NC1CCN(C(=O)NCc2ccccc2)CC1 (stereo not drawn)
#60 Cc1ccc(NC(=O)c2sc3nc(CCl)[nH]c(=O)c3c2C)c(C)c1
#61 O=C(C1CCCN(C2CC(=O)N(c3ccc(F)cc3)C2=O)C1)N1CCCC1 (stereo not drawn)
#62 COc1ccc2cc(CN(CCO)C(=O)c3ccc(Br)cc3)c(=O)[nH]c2c1
#63 Cc1ccc(S(=O)(=O)N2CCN(C(=O)CSc3cc(C)ccc3C)CC2)c(C)c1
#64 COc1ccc(CCCNC(=O)C2CCC(=O)N(Cc3ccc(Cl)cc3)C2)cc1 (stereo not drawn)
#65 CCCCn1c(N)c(N(Cc2ccccc2OC)C(=O)CSCC(=O)Nc2cccc(C)c2)c(=O)[nH]c1=O
#66 COC(CN(C)C(=O)c1ccc2c(c1)NC(=O)c1ccccc1S2)OC
Compound	57	58	59	60	61	62	63	64	65	66
PAFAH1B3 FP inh	3	-8	-1	4	5	6	12	1	5	-4
PAFAH2 FP inh	2	-2	13	-2	3	-3	-4	4	3	-1
PAFAH1B2 inh	3	-1	3	-2	7	3	12	18	4	-3

#67 CCCN(CC(=O)Nc1ccc(Cl)cc1Cl)C(=O)CC(NC(C)=O)c1ccccc1 (stereo not drawn)
#68 COc1cccc(-c2nc(N3CC(C)CC(C)C3)c3ccccc3n2)c1O (stereo not drawn)
#69 O=C(COC(=O)CCC1CCCC1)Nc1cc(S(=O)(=O)N2CCOCC2)ccc1Cl
#70 CCC1CCCCN1S(=O)(=O)c1ccc(NC(=O)C2CC(=O)N(C(C)(C)C)C2)cc1 (stereo not drawn)
#71 CN1C(=O)C(CC#N)(C2(CC#N)C(=O)N(C)c3ccccc32)c2ccccc21 (stereo not drawn)
#72 Cc1c(N)cc2c(c1N)C(C)(C)CC2(C)C
Compound	67	68	69	70	71	72
PAFAH1B3 FP inh	-1	12	4	0	-5	11
PAFAH2 FP inh	-3	2	11	-7	3	0
PAFAH1B2 inh	0	4	1	1	-3	8

#73 COc1ccc(NC(=S)N2CCN(S(=O)(=O)c3ccccc3)CC2)cc1OC
#74 CN1OC[C@@H]2CN(C(=O)CCc3ccccc3)[C@H](c3cccc(-c4ccccc4)c3)C[C@@H]21
#75 CCN(C(=O)CCc1nc(-c2ccccc2F)no1)c1cc(OC)ccc1OC
#76 C=C(C)COc1ccc(-c2nc(N)ncc2-c2ccc(OC)c(OC)c2)c(O)c1
#77 COc1ccc(S(=O)(=O)NC2CCCCC2)cc1F
#78 O=C1Cc2c(-c3ccccc3)cc(-c3cccc(Cl)c3)nc2-c2ccccc2N1
Compound	73	74	75	76	77	78
PAFAH1B3 FP inh	9	2	5	16	3	1
PAFAH2 FP inh	-8	15	-2	2	3	-6
PAFAH1B2 inh	0	0	-5	0	9	3

#79 CC[C@H](C)[C@H]1CNC(=S)N1CC1CCN(CCCCc2ccccc2)CC1
#80 O=[N+]([O-])c1cccc(SSc2cccc([N+](=O)[O-])c2)c1
#81 O=C(Nc1cccnc1Cl)c1ccc2c(Cl)c3c(nc2c1)CCC3
#82 Cc1cc(NC(=O)CN2C(=O)NC3(CCCCC3)C2=O)ccc1N1CCCC1
Compound	79	80	81	82
PAFAH1B3 FP inh	9	4	-1	2
PAFAH2 FP inh	1	4	6	2
PAFAH1B2 inh	6	2	4	-2

Source: PubChem BioAssay (The Scripps Research Institute Molecular Screening Center)
